# Screening results deposited in PubChem BioAssay by several laboratories.
# TPT1 inh: Candida albicans TPT1 enzyme inhibitors, primary screen, biochemical, fluorescence polarization. recombinant caTPT1, FP RNA substrate dephosphorylation. inhibition, % at 5 µM. 0.81% of 300,000 active;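 active = inhibition above the mean of all tested compounds plus 3 SD, set per screening campaign, cut at about 24% in these data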;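 also: plate controls were DMSO alone for no effect and ferristatin control at 100 nM for full effect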
# PP1 counter: PP1-alpha phosphatase inhibitors, primary screen, counter-screen for PP5 inhibitor project, biochemical, fluorescence, OMFP substrate, single point; 0.9% of 320,000 active; purified PP1alpha; inhibition, % at 6.7 µM; Serine/threonine-protein phosphatase PP1-alpha catalytic subunit (Homo sapiens), P62136;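 active = inhibition above the mean inhibition of all tested compounds plus 3 SD, computed separately for each screening campaign, cut at about 15% in these data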
# HCV core dimer: inhibitors of HCV core protein dimerization, primary screen, biochemical, TR-FRET, high-throughput | inhibition, % at 5 µM | TR-FRET GST/Flag-core106 dimerization, 1536-well | 0.33% of 300,000 active | AID 1899, 2009;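 active = inhibition above the mean of all tested compounds plus 3 SD, set per screening campaign, cut at about 45% in these data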
#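 Assay system: Tagged HCV core106 pair (GST and Flag) | Buffer or medium: KF-containing HEPES buffer, pH 7.45, DTT, CHAPS, BSA | Also added: Eu donor and XL665 acceptor anti-tag antibodies | Dosing: One concentration, 5 µM, in 0.5% DMSO | Timing: 4 h at 22.5 °C | Technique: TR-FRET 671 and 617 nm emission | Repeats: Singlicate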
# procasp3 activ: activators of human procaspase-3 D3A mutant, primary screen, biochemical, absorbance, PC-3 D3A mutant, single concentration; Caspase-3 (Homo sapiens), P42574; recombinant procaspase-3 D3A, Ac-DEVD-pNA absorbance 405 nm; activation, % at 8.5 µM; 0.11% of 330,000 active; AID 463141, 2010;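 active = activation above the mean of all tested compounds plus 3 SD, cut at about 21% in these data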;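 also: 0% = DMSO alone and 100% = DMSO wells spiked with extra 5 µM PC-3 D3A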
# Target sequence (P42574 whole entry D9A/D28A/D175A): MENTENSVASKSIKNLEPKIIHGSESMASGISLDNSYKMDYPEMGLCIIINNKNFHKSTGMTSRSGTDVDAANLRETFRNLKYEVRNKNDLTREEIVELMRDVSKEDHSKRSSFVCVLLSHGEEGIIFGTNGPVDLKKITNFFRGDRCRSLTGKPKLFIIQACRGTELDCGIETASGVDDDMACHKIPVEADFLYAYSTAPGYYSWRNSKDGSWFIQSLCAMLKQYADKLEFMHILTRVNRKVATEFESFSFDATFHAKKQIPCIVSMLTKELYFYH
#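 Evaluation: percent activation relative to control range; Material: Procaspase-3 D3A mutant, all three cleavage aspartates alanine; Compound: single dose, 8.5 µM nominal compound, 0.8% DMSO; Replication: one well per compound; Signal: absorbance at 405 nm, 0 and 120 min; Schedule: 1 h preincubation plus 2 h reaction at 25 °C.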
# Fh CTSL1 inh: Fasciola hepatica cathepsin L1 inhibitors, primary screen, counter-screen for PFM18AAP inhibitor project, biochemical, QFRET, fluorogenic peptide substrate; recombinant F. hepatica cathepsin L1, Z-Leu-Arg-MCA fluorescence; inhibition, % at 5.96 µM; 0.49% of 300,000 active;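 active = inhibition above the mean of all tested compounds plus 3 SD, set per screening campaign, cut at about 17% in these data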;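 also: 0% = plate median of test compound wells and 100% = 1 µM Z-Phe-Ala-diazomethylketone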
# proCasp7 act: procaspase-7 activators, primary screen, counter-screen for procaspase-3 activator project, biochemical, absorbance, HTS, human | Caspase-7 (Homo sapiens), P55210 | activation, % at 8.5 µM | recombinant procaspase-7, Ac-DEVD-pNA absorbance 405 nm; D23A/D198A/D206A triple mutant, cannot self-cleave; scale: DMSO 0, 5 µM enzyme 100 | 0.093% of 330,000 active;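 active = percent activation above the screen-wide mean plus 3 SD, cut at about 25% in these data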
# Target sequence (P55210 whole entry D23A/D198A/D206A): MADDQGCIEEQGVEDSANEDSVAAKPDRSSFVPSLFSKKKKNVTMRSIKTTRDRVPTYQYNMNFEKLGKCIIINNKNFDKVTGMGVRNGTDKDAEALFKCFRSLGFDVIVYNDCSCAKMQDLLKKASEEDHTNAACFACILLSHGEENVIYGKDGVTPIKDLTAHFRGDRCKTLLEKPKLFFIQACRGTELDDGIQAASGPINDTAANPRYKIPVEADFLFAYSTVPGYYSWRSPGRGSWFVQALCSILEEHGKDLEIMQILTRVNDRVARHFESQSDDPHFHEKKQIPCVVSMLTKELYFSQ
#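 System: Uncleavable procaspase-7 mutant enzyme; Amount: 2 µM procaspase-7 mutant as dispensed; Schedule: 1 h compound preincubation, 2 h substrate cleavage, 25 °C; Measured by: 405 nm absorbance of p-nitroaniline; Evaluation: percent activation from buffer-corrected 0–120 min absorbance change; Control set: low DMSO alone, high DMSO plus 5 µM PC-7.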
# Efflux pump inh: inhibitors of Candida efflux pumps in yeast, primary screen, S. cerevisiae, Nile Red, multiplex; S. cerevisiae Candida pump triplex; inhibition, % at 10 µM; AID 485275, 2010; 0.44% of 330,000 active;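 active = plate passing quality check with inhibition over a set limit, or well fluorescence over plate mean plus 4 SD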;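 also: Nile Red retained in pooled yeast measured as flow cytometry median fluorescence; 0% = buffer negative control and 100% = Enniatin B positive control; higher means more Nile Red kept so more efflux inhibition; some compounds called inactive have numbers as strong as hits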
# JMJD2C inh: inhibitors of GASC-1 histone demethylase, primary screen, biochemical, fluorescence, DELFIA europium | Lysine-specific demethylase 4C (Homo sapiens), Q9H3R0 | 0.069% of 330,000 active | GST-JMJD2C(1-420) H3K9me3 demethylation | AID 2099, 2009 | inhibition, % at 2.35 µM;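 active = more than half of a compound's replicate wells show inhibition beyond 50%, single wells judged on their own value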;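 also: signal counts dimethyl H3K9 product captured on neutravidin plate; 0% = median of DMSO wells and 100% = 0.3 times that DMSO median; strong numbers were not always called active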
# Target sequence (Q9H3R0 1-420 limits assumed): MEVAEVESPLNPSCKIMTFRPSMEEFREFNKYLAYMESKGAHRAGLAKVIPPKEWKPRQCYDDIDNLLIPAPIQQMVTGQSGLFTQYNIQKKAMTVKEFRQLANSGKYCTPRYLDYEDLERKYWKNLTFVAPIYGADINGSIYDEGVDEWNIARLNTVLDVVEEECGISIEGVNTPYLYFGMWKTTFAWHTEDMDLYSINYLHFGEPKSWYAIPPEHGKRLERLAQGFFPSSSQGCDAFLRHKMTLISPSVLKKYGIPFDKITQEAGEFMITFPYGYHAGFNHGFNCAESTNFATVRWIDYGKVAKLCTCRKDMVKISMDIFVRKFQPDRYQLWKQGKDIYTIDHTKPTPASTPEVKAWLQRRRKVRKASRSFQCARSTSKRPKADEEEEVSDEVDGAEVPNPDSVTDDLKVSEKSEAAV
# PP5 inh: PP5 phosphatase inhibitors, primary screen, biochemical, fluorescence | Serine/threonine-protein phosphatase 5 (Homo sapiens), P53041 | purified PP5c, OMFP substrate fluorescence | inhibition, % at 6.7 µM | 0.18% of 320,000 active | AID 1987, 2009;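 active = inhibition above the campaign's mean inhibition across all tested compounds plus 3 SD, cut at about 9.5% in these data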;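 also: 0% = DMSO only and 100% = 100 µM cantharidin control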
# * marks the source's active call; other numbers are inactive results; & = joins results of further samples.
SMILES,TPT1 inh,PP1 counter,HCV core dimer,procasp3 activ,Fh CTSL1 inh,proCasp7 act,Efflux pump inh,JMJD2C inh,PP5 inh
COc1ccc(S(=O)(=O)N2CCN(C(=O)[C@@H]3CCC(=O)N3C3OC(=O)c4ccccc43)CC2)cc1 (stereo partly specified),-1.0,0.4,-3.1,6.3,-2.8,11.8,0.0,22.7,-1.2
CCCCn1c(N)c(N(CC(C)C)C(=O)c2cc3c(s2)CCC3)c(=O)[nH]c1=O,-0.1,4.0,4.7,-2.3,0.2,0.5,0.0,-3.3,-0.6
COc1ccc(C(=O)/C=C/c2cccnc2)c(OC)c1,-3.6,-4.1,-10.0,4.9,-3.7,-2.1,0.0,-5.9,1.4
Cc1cc(C)cc(N(C(=O)CNC(=O)c2ccco2)C(C(=O)NC2CCCCC2)c2cccnc2)c1 (stereo unspecified),-4.7,-1.4,3.9,1.3,0.1,-3.8,-0.1,5.9,1.6
CC(=O)NCCC(=O)N1CCCC(N2CCN(c3cccc(Cl)c3)CC2)C1 (stereo unspecified),-1.4,1.6,6.5,3.1,-1.6,4.1,0.1,9.2,3.8
CCN1CCN(CC(=O)Nc2nc3ccccc3s2)CC1,0.9,0.1,-5.3,0.5,0.8,4.3,0.3,2.1,4.4
CSc1nc2ccccc2cc1/C=C(\C#N)c1ccc(Cl)c(Cl)c1,1.6,-1.4,14.7,-5.4,-5.8,-2.0,0.1,24.6,2.3
COc1ccc(C2(O)CCN(C(=O)Cc3cccnc3)CC2)cc1,1.9,-2.2,0.5,-13.7,-2.3,2.2,0.0,5.0,-1.1
O=C(c1ccc(COc2ccccc2Br)cc1)N1CCCCC1,-15.3,-1.0,10.1,-3.9,-1.0,-4.5,0.1,8.9,5.1
CC(=O)Nc1ccc(S(=O)(=O)N2CCN(c3cc4c(cc3[N+](=O)[O-])n(C)c(=O)n4C)CC2)cc1,-1.8,4.1,-4.5,1.8,-25.5,2.8,-0.2,-5.1,0.9
CC(=O)Nc1ccc(C(=O)NCC(=O)OCc2ccccc2F)cc1,0.5,-4.3,2.5,-1.0,-2.3,6.1,0.0,-8.9,0.6
CC(C)c1ccc(-c2noc(C3CCCN(C(=O)c4ccc(F)cc4F)C3)n2)cc1 (stereo unspecified),-0.2,5.1,1.3,2.5,4.2,8.1,0.2,-1.5,1.9
c1csc(CNCCN2CCOCC2)c1,1.4,-1.1,1.3,-5.1,1.3,-10.0,0.1,-12.8,2.1
O=C(CCc1nnc2ccc(N3CCCC3)nn12)Nc1ccc(F)c(F)c1,-5.0,-1.6,-2.5,8.1,-1.6,7.7,-0.2,-18.7,0.0
COc1cc(OC)c(S(=O)(=O)NCc2ccco2)cc1S(=O)(=O)NCc1ccco1,-0.2,2.2,-2.7,6.1,-3.3,-1.6,0.0,-7.6&6.4,1.8
N=c1oc2ccc(Cl)cc2cc1C(=O)Nc1ccc(F)cc1,1.5,-1.0,15.6,-0.8,2.6,3.0,0.7,-7.3,3.4
O=C1CCCN1c1ccc(S(=O)(=O)NCc2ccc(F)cc2)cc1,-2.4,0.3,-5.0,0.6,1.6,17.2,-0.1,-21.7,-0.7
CN(CCNC(=O)C1(O)c2ccccc2NC(=O)N1c1ccccc1)Cc1ccccc1 (stereo unspecified),-2.6,-1.9,0.2,2.4,1.6,6.7,0.2,0.6,0.5
COCCNC(=S)N/N=C/c1ccc2c(c1)OCCO2,1.6,-1.1,0.4,-2.6,2.4,-10.6,0.0,4.3,2.1
O=c1c2ccccc2oc2nc(C3CCCCC3)n(Cc3ccco3)c(=O)c12,-1.7,0.5,14.4,0.3,-1.2,2.2,-0.1,-6.0,1.6

# The final two entries of the part above come first, to join the parts.
SMILES,TPT1 inh,PP1 counter,HCV core dimer,procasp3 activ,Fh CTSL1 inh,proCasp7 act,Efflux pump inh,JMJD2C inh,PP5 inh
COCCNC(=S)N/N=C/c1ccc2c(c1)OCCO2,1.6,-1.1,0.4,-2.6,2.4,-10.6,0.0,4.3,2.1
O=c1c2ccccc2oc2nc(C3CCCCC3)n(Cc3ccco3)c(=O)c12,-1.7,0.5,14.4,0.3,-1.2,2.2,-0.1,-6.0,1.6
CCn1c(C2CC(=O)N(Cc3ccccc3)C2)nc2ccccc21 (stereo unspecified),-0.7,-2.1,1.3,3.6,3.4,-9.7,-0.1,12.7,-1.2
CCOC(=O)c1c(C)c(C)n(Cc2cccc(OC)c2OC)c1C,0.1,0.4,1.6,5.3,2.9,4.9,13.8*,-11.7,-0.4
O=S(=O)(c1cccc(Br)c1)N1CCN(c2ccnc3cc(Cl)ccc23)CC1,-0.5,5.7,26.1,0.8,1.5,1.4,0.1,2.7,3.9
O=C(CNC(=O)c1cccc(F)c1)N/N=C/C=C/c1ccccc1,-0.7,-7.5,-6.4,-1.9,4.9,-5.9,0.2,-21.7,0.9
COc1cc2c(cc1OC)N1C(=O)CC(OCC(=O)O)C3C4CC5(CCN5C(=O)C4=O)C2C31 (stereo unspecified),-0.7,9.3,-1.3,-3.2,0.6,8.8,-0.2,87.4,1.3
O=C(OCC(=O)N1CCN(c2ccccc2)CC1)c1ccccc1[N+](=O)[O-],-0.3,-5.4,3.1,10.0,-2.4,9.0,-0.1,-15.0,-0.6
Cc1cccc(Oc2ccccc2N)c1,-0.7,-5.5,0.6,-2.9,-1.0,-11.9,0.7,8.3,2.1
CCN(CC)c1ccc(/C=N/NC(=O)c2cccc(S(=O)(=O)Nc3ccccc3OC)c2)cc1,1.5,1.1,1.9,-7.4,3.6,-12.4,0.1,-1.9,1.2
Cc1cc(C)c(S(=O)(=O)c2ccccc2C)c(Oc2ccccc2)n1,-2.0,4.0,3.4,-2.1,-2.1,-4.7,-0.1,-9.4,1.1
CCOC(=O)c1ccc2[nH]c3c(c2c1)CCCC3NC=O (stereo unspecified),0.1,-1.8,6.8,6.8,0.6,-2.2,-0.2,10.0,0.5
CCOC(=O)c1ccc(NC(=O)C2CC(=O)N=C(N)S2)cc1 (stereo unspecified),1.4,-4.1,-2.8,9.2,1.3,-9.9,0.2,-5.3,2.1
COc1ccc(NC(=O)NNC(=O)COc2ccc3ccccc3c2)cc1,0.5,0.9,-4.8,-7.0,-3.7,5.1,0.0,-38.4,1.9
CCOc1cccc(N(C(=O)c2ccco2)C(C(=O)NC2CCCC2)c2cccnc2)c1 (stereo unspecified),-0.4,-4.9,0.7,4.1,8.7,-8.7,0.1,1.1,5.3
O=c1[nH]c(/C=C/c2ccccc2OC(F)F)nc2c1cnn2-c1ccccc1,2.2,6.8,6.0,6.4,3.8,0.1,-0.2,-7.6,-1.6
Cc1ccc(Sc2c(C=O)c3ccccc3n2C)cc1,-3.5,-0.8,22.1,-1.1,0.7,-1.9,-0.1,-4.8,1.9
O=C(CSc1nnnn1C1CCCCC1)NCc1cccs1,2.1,-3.4,-3.1,1.8,-0.9,7.2,0.0,-2.2,1.0
COc1cc(OC)c(CN2CCc3c([nH]c4ccccc34)C2)cc1Br,48.5*,-4.6,-13.2,-14.1,12.8,-11.8,-0.1,-3.2,-5.2
O=C(NC1=NCCS1)C12CC3CC(CC(C3)C1)C2,4.5,-2.9,4.9,-6.4,-4.8,2.5,0.0,19.6,1.3
Oc1ccc2c(c1)C1CCCC1(N1CCOCC1)O2 (stereo unspecified),-2.5,-3.5,-2.4,1.6,-3.8,-0.7,-0.1,-1.3,0.8
Cc1occc1-c1nnc(SCC(=O)N2CCOCC2)n1CCc1ccccc1,-1.1,-1.9,-0.7,3.0,-3.9,7.0,-0.1,6.6,1.1
CC(C)NC(=O)NNc1c(Cl)cncc1Cl,-2.3,-0.5,-0.3,-11.6,-1.4,5.8,0.1,5.3,1.9
COc1cc2c(cc1OC)CN(C(=O)c1ccc(S(=O)(=O)N3CCCCCC3)cc1)CC2,3.1,-0.7,7.0,4.7,1.6,-3.8,0.0,1.0,-1.8
CCCOc1ccc(NC(=O)OC2CCN(C)CC2)cc1,-2.5,-1.3,-1.1,2.4,1.8,5.0,-0.3,5.3,-1.8
CCCCCn1c(C(Cc2ccccc2)NC(=O)COC)nc2ccccc21 (stereo unspecified),-3.7,-0.7,-1.0,6.7,0.7,4.4,0.0,4.8,1.4
NC(=O)c1nsc(C(=O)N(CC(=O)NCc2ccco2)c2ccccc2F)c1N,-3.9,-0.1,-5.8,-7.8,1.4,1.4,-0.2,-5.2,0.1
CCOC(=O)C1CCN(S(=O)(=O)CCNC(=O)c2cccc(OC)c2)CC1,-2.8,-4.9,-10.3,-3.0,0.4,4.5,-0.1,-7.0,0.4
CCCCN(CC)S(=O)(=O)c1ccc(C(=O)Nc2nnc(-c3ccccc3Cl)o2)cc1,0.4,8.4,24.9,5.5,2.3,-0.1,0.0,4.9,0.0
COc1ccc(-c2ccc(OC)cc2C(=O)O)cc1,3.2,-1.4,-1.1,1.1,0.8,8.8,-0.1,-12.1,-1.8
O=C(NCCc1cccs1)c1ccc(Cl)cc1,-2.0,-2.6,0.2,2.1,8.5,3.5,0.1,-28.4,3.2
COc1cccc(C(=O)NCC2(c3ccccc3)CCCC2)c1,-0.5,1.0,0.3,-1.1,-2.8,5.3,0.0,-0.6,-0.2
O=C(NCc1n[nH]c(=S)n1-c1ccc(Br)cc1)c1ccc(S(=O)(=O)N2CCCCC2)cc1,0.4,-2.3,5.5,-2.0,-1.6,4.6,0.0,6.9,-1.7
CCOC(=O)C1=C(C)NC(C)=C(C(=O)OCC)C1c1cccs1,0.8,0.3,-8.9,3.8,1.5,-1.7,0.4,-5.1,1.5
Cc1c(C(=O)Nc2ccccc2)sc2nc[nH]c(=O)c12,8.6,-5.3,1.9,10.4,-0.3,-1.1,0.1,-2.1,-0.1
CSCCC(NC(=O)/C(=C\c1ccco1)NC(=O)c1ccco1)C(=O)O (stereo unspecified),-4.0,0.4,-6.1,-12.8,7.0,-13.2,-0.1,-11.7,-1.6
